EPAC1 antag – qHTS for Antagonist of cAMP-regulated guanine nucleotide exchange factor 3 (EPAC1): primary screen; EPAC1 GEF assay, Rap1b-BODIPY-GDP exchange fluorescence; Potency, µM (doses to about 115 µM), for the others: at the highest dose activity change, negative = inhibition, hits mostly inhibitors; 0.14% of 360,000 active; AID 720709, 2013;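 note: potency is the fitted concentration of half-maximal effect; plate controls were vehicle for no effect and positive control for full effect; nearly all actives have a fitted effect of over 50% in size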
Target sequence (O95398 whole entry, looked up): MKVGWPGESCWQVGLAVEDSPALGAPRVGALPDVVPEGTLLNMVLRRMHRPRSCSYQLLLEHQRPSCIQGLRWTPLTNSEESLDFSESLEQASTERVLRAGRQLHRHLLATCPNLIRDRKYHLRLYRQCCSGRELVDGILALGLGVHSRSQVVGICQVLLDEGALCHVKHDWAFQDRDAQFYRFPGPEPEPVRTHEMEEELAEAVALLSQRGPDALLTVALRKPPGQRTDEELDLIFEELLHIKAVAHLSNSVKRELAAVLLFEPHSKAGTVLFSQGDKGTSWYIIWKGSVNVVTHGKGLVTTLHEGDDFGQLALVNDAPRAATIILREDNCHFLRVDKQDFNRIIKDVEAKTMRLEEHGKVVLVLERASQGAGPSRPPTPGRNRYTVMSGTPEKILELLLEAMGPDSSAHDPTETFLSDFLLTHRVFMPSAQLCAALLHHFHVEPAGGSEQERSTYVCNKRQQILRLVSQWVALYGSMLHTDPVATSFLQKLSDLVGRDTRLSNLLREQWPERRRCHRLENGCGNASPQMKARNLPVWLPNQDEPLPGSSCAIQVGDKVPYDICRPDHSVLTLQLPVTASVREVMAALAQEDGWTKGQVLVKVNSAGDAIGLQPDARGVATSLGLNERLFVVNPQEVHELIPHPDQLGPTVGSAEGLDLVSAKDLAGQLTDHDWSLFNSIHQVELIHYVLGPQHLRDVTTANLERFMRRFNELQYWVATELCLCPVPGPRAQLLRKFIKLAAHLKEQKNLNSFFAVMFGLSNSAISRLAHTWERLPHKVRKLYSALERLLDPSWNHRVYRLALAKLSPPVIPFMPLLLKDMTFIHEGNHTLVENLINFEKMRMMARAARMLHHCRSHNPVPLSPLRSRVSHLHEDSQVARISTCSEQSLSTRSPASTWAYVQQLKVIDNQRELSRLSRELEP
Mm-Cpn inhibitor – Inhibitors of TCP-1 ring complex (TRiC) of Methanococcus maripaludis (MmCpn): qHTS | Chaperonin Mm-Cpn (Methanococcus maripaludis) | purified Mm-Cpn ATPase, ADP Transcreener TR-FRET | Potency, µM (highest dose often 76.9 µM), inactives show at the top dose activity, negative = inhibition, most hits filed as inhibitors | 0.031% of 330,000 active | AID 504842, 2011; note: potency is the fitted concentration of half-maximal effect; % is set by controls: 0 for no effect and ±100 for the full control effect; nearly all actives have a fitted effect of over 80% in size
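Compound-treated chaperonin, 25 nM final, turns over 10 uM ATP at 37°C for 30 min following a 10 min preincubation; ADP generated competes with ADP-d2 for Eu-cryptate antibody, lowering FRET.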
EPAC2 antag – qHTS for Antagonist of cAMP-regulated guanine nucleotide exchange factor 2 (EPAC2): primary screen. Rap guanine nucleotide exchange factor 4 (Homo sapiens), Q8WZA2. EPAC2 GEF exchange of Rap1B-BODIPY-GDP, fluorescence. Potency, µM (series often up to 114 µM), without a hit: top-dose activity, negative = inhibition, usual class: inhibitors. 0.18% of 360,000 active. AID 720708, 2013; note: potency is the fitted concentration of half-maximal effect; % is set by controls: 0 for no effect and ±100 for the full control effect; nearly all actives have a fitted effect of over 45% in size; many of its hits are not listed in these tables
EPAC1 ag – qHTS for Agonist of cAMP-regulated guanine nucleotide exchange factor 3 (EPAC1): primary screen | 0.073% of 360,000 active | Rap guanine nucleotide exchange factor 3 (Homo sapiens), O95398 | Potency, µM (highest dose often 154 µM), inactives show at the highest dose activation, actives largely listed as activators | EPAC1 agonist qHTS, biochemical assay; response scale: 100% = response to 6.5 mM cAMP; note: potency is the fitted concentration of half-maximal effect; nearly all actives have a fitted effect of over 60% in size
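Nucleotide exchange by EPAC1 (100 nM) on Rap1B–BODIPY-GDP (250 nM) in the presence of 50 uM GDP is tracked fluorescently at 480/540 nm over 30 min. Signals are normalized to a 6.5 mM cAMP control.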
WRN inhibitor – qHTS for Inhibitors of WRN Helicase; WRN helicase unwinding, fluorescent forked duplex, kinetic; Potency, µM (doses to about 114 µM), without a hit: at the highest dose activity change, negative = inhibition, hits mostly inhibitors; 0.46% of 360,000 active; note: potency is the fitted concentration of half-maximal effect; % is set by controls: 0 for no effect and ±100 for the full control effect; nearly all actives have a fitted effect of over 55% in size
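Primary qHTS, 1536-well format. 20 nM WRN + compound, 15 min RT; start with 100 nM forked fluorophore/quencher duplex, 2 mM ATP (final); kinetic read ex 525/em 598 nm.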
CCT chaperon mod – High-Throughput Screening for Modulators of Cytosolic Chaperonin Activity | purified chaperonin ATPase assay, HTRF ADP detection, 30 min | activity change, % (no concentration beside the values), hits read low | 0.3% of 360,000 active | AID 651819, 2012; in the data active = activity change below about -30%; note: % is set by controls: 0 for no effect and ±100 for the full control effect
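Nucleotide hydrolysis assay: TRiC at 20–40 nM final (set by batch activity) with 10 uM ATP, 30 min at 37 °C, in presence of 76 uM compound. Detection by competitive ADP HTRF, 30 min ambient.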
PLK1 PBD block – qHTS for Inhibitors of PLK1-PDB (polo-like kinase 1 - polo-box domain): Primary Screen. Serine/threonine-protein kinase PLK1 (Homo sapiens), P53350. Plk1 PBD binding of FITC phosphopeptide, fluorescence polarization. Potency, µM, for the others: max response, negative = inhibition, hits mostly inhibitors. 2.8% of 360,000 active; note: potency is the fitted concentration of half-maximal effect; series mostly up to about 57 µM; % is set by controls: 0 for no effect and ±100 for the full control effect; nearly all actives have a fitted effect of over 65% in size
PI5P4Ka inh – qHTS for Inhibitors of phosphatidylinositol 5-phosphate 4-kinase (PI5P4K); Phosphatidylinositol 5-phosphate 4-kinase type-2 alpha (Homo sapiens), P48426; PI5P4Kalpha enzyme, ADP-Glo luminescence, 60 min; stronger effect = lower value; max response, %; 1.2% of 330,000 active; active = max response of -50% or lower; inconclusive = between -30% and -50%; inactive = -30% or higher; note: value at the top dose of about 77 µM; % is set by controls: 0 for no effect and ±100 for the full control effect
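Human PI5P4Kalpha with substrate in 0.038 M HEPES pH 7.4, 0.28 mM EGTA, 0.1% CHAPS, 5% DMSO; reaction started with 5 microM ATP (final), 60 min at room temperature. ADP formed read by ADP-Glo luminescence.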
Starred values were filed as active, the others as inactive; ? = inconclusive; nt = no result given; [ ] = remark or other dose. Unless noted, calls come from the whole dose curve; as a rule, active = well fitted curve in the direction sought with a large enough effect; inconclusive = small, poorly fitted or top-dose-only effect, or another doubt; inactive = no such curve, though single readings can be large; an effect the other way counts as inactive or inconclusive. Only part of the results is shown; the hit share may differ from the screen's.

nr	mol	EPAC1 antag	Mm-Cpn inhibitor	EPAC2 antag	EPAC1 ag	WRN inhibitor	CCT chaperon mod	PLK1 PBD block	PI5P4Ka inh
1	CCCCN1C[C@H](COC(=O)CCC)Oc2cccc(F)c2S1(=O)=O	-19%	nt	-27%	-8%	-3%	-2.7	-6%	1
2	COc1ccccc1CN(Cc1nc2ccccc2c(=O)[nH]1)S(=O)(=O)c1ccc(C)cc1	-25%	?	-17%	16%	-22%	0.2	-4%	nt
3	CCOC(=O)c1cc2sccc2n1Cc1ccccc1	3%	0%	-11%	15%	11%	-2.8	-1%	nt
4	CN(C)c1ccc(/C=N/NC(=O)c2ccc(-n3cnnn3)cc2)cc1	-8%	0%	14%	-11%	7%	-0.3	-5%	0
5	CC(NC(=O)NC1CCCCC1)C(c1cccs1)N1CCN(c2ccccc2)CC1 (stereo not given)	-5%	-1%	5%	10%	3%	-1.5	3%	4
6	Cc1ccc(OCC(=O)N/N=C/c2ccc3c(c2)OCO3)cc1C	5%	1%	4%	5%	-1%	-0.8	1%	9
7	Cc1cccn2c(=O)c3cc(C#N)c(=O)n(Cc4cccnc4)c3nc12	-4%	-24%	-4%	7%	-4%	0.4	-11%	nt
8	CC(NC(=O)NC1CCCCC1)C(c1cccs1)N1CCN(C)CC1 (stereo not given)	2%	1%	1%	3%	-5%	-0.6	-6%	6
9	O=C(C[C@H]1C/C=C\CC[C@@H](Cc2ccc(F)cc2)C(=O)OCCNC1=O)NCCO	-8%	-1%	6%	2%	1%	0.2	2%	7
10	CCOC(=O)/C=C/c1ccc2c(c1)S(=O)(=O)N(Cc1ccc(OC)cc1)[C@H]2CC(=O)OCC	0%	nt	-7%	5%	-10%	-2.1	-8%	0
11	Cc1cc(=O)oc2c3c(cc(OCC(=O)NCc4cccnc4)c12)OC(C)(C)CC3	-2%	-5%	4%	-11%	-1%	-2.6	3%	3
12	COc1ccc(CCN2C(=O)C(Oc3ccccc3)C2c2ccc3c(c2)OCO3)cc1 (stereo not given)	1%	1%	15%	-3%	-14%	-2.6	-8%	3
13	C(=N\n1cnnc1)/c1ccc2c(c1)OCCO2	6%	2%	-3%	3%	1%	-0.5	-4%	nt
14	CCOc1ccc(-n2c(C)cc(C(=O)NS(=O)(=O)c3ccc(C)cc3)c2C)cc1	-3%	0%	8%	-3%	-5%	1.0	-8%	-1
15	O/N=C(/CN(O)/C=C1/C=CC=N1)c1cccs1	4%	-2%	6%	1%	-4%	-0.9	1%	1
16	Cc1ccc(NC(=O)CC2(CC(=O)O)CCCC2)cc1	-5%	-3%	-5%	-5%	0%	-1.5	1%	2
17	Cc1cc(C)n2nc(C(=O)OCC(=O)NCc3ccc(Cl)cc3)nc2n1	5%	0%	-2%	20%	-5%	-2.2	-7%	-2
18	COc1ccccc1N1CCN(C(=O)CCN2C(=O)c3cccc4cccc(c34)C2=O)CC1	-10%	-1%	1%	4%	5%	-4.2	-7%	1
19	COc1ccc(C2C3=C(CC(C)(C)CC3=O)Nc3cc4c(cc32)OCO4)cc1 (stereo not given)	-7%	1%	-6%	13%	-5%	-5.4	2%	-5
20	CN1CCN(CC(O)COc2ccc(OCC(O)CN3CCN(C)CC3)cc2)CC1 (stereo not given)	-1%	0%	4%	3%	-1%	-0.2	-7%	-2
21	Cc1nnc(NC(=O)Cc2ccc(OCc3c(C)noc3C)cc2)s1	-12%	?	-7%	4%	3%	-2.2	-16%	nt
22	Cc1ccc(NC(=O)CSc2nnc(Cc3csc(C)n3)o2)cc1	-15%	2%	-1%	-3%	-5%	2.2	?	?
23	CCOc1ccccc1C(=O)NC1CCNCC1	11%	2%	-4%	5%	-7%	-1.8	-5%	2
24	Cc1noc(C)c1NC(=O)Nc1ccc2c(c1)C(=O)N([C@H](C)CO)C[C@H](C)[C@@H](CN(C)S(=O)(=O)c1cn(C)cn1)O2	-7%	2%	2%	-1%	-2%	-3.3	-6%	1
25	C=CCCC(=O)N(C)CCO	5%	3%	10%	10%	-4%	-1.1	-2%	-5
26	CC(C)c1ccc(NC(=O)COC(=O)C2=COCCO2)cc1	4%	0%	?	-3%	3%	1.2	-1%	5
27	COc1ccc(CCC(=O)Nc2ccc(S(=O)(=O)N3CCOCC3)cc2)cc1OC	-4%	nt	1%	-3%	-2%	-0.6	-8%	2
28	CCN(CC(=O)Nc1c(F)cccc1F)C(=O)CSC(=S)N1CCCC1	18%	0%	5%	-3%	2%	0.8	-17%	-2
29	O=C1C/C(=C/NCc2ccccc2)C(=O)N1	-10%	2%	3%	15%	-3%	-3.0	-9%	3
30	NC(=S)Nc1ncc(CCN2CCOCC2)c(-c2ccc(F)cc2)n1	?	-2%	-2%	5%	0%	-0.5	-14%	3

Copied from the list.
Entry for compound 22 under WRN inhibitor: -5%
Entry for compound 26 under EPAC1 ag: -3%

Additional structures
nr	mol	EPAC1 antag	Mm-Cpn inhibitor	EPAC2 antag	EPAC1 ag	WRN inhibitor	CCT chaperon mod	PLK1 PBD block	PI5P4Ka inh
31	COc1ccc(C(=O)CSc2cc(C)nc3nc(C)nn23)cc1OC	3%	2%	-2%	9%	-3%	-5.3	-14%	nt
32	Nc1c(N=Nc2cccc(Cl)c2)c(=O)[nH]n1-c1ccccc1	?	0%	5%[57.1 µM]	0%	-2%	0.3	-8%	-6
33	CC1CN(CC(=O)N2CCc3[nH]c4ccccc4c3C2)CC(C)O1 (stereo not given)	-12%	-4%	0%	3%	-33%	-6.6	-11%	-4
34	CCOc1ccccc1Nc1cc(C)c2cccc(C)c2n1	-19%	0%	-10%	2%	-6%	2.9	0%	40
35	COCOCCn1cc(CN2CCS(=O)(=O)N(Cc3ccc(-c4ccc(C)cc4)cc3)C(CC(C)C)C2=O)nn1 (stereo not given)	-9%	nt	?	-18%	-6%	-2.9	-14%	0
36	NNc1nc(-c2ccccc2Cl)nc2sc3c(c12)CCCC3	-13%	1%	-1%	-5%	3%	-0.3	-20%	10
37	CC(=O)c1c(O)c2ccccc2n(C(C)C)c1=O	-2%	-1%	3%	-7%	-5%	0.0	0%	-10
38	C[C@H]1COC(=O)[C@H](CC(=O)OC(C)(C)C)C/C=C\C[C@H](CC(=O)N(CCO)Cc2ccccc2)C(=O)N1	7%	1%	0%	-1%	1%	-0.9	-9%	3
39	COc1ccc(C(=O)NCCc2ccc(C(F)(F)F)cc2)cc1S(=O)(=O)N1CCOCC1	-15%	-2%	4%	-9%	4%	-0.7	-11%	-2
40	COCCNC(=O)C1(C)CCN(C(=O)c2ccc3ccccc3n2)C1 (stereo not given)	-19%	nt	7%	17%	-4%	0.5	-3%	-1
41	Cc1cccc(NC(=S)N2CCCC2)c1	-21%	-3%	1%	-14%	-2%	-1.5	-1%	0
42	CSc1ccccc1NC(=O)CSc1nnnn1-c1ccccc1SC	0%	2%	-5%	8%	-2%	-3.5	-2%	-2
43	Cc1cc(C)c2nc(N3CCC(C(=O)NCc4ccccn4)CC3)sc2c1	-12%	-2%	-6%	4%	2%	-1.0	-13%	-5
44	CC(=O)Nc1ccc(NC(=O)CSc2nc(N)c(NC(=O)c3ccco3)c(=O)[nH]2)cc1	3%	1%	2%	-21%	-4%[11.6 µM]	-1.0	-11%	-21
45	COc1ccc(NC(=S)Nc2ccc(Oc3ccccc3)cc2)cc1	-5%	-1%	-5%	2%	1%	-3.2	-8%	-4
46	O=C(CNC(=O)c1ccc(Oc2ccccc2)cc1)OCc1ccc(Br)cc1	-20%	-1%	-5%	5%	-25%	-12	-8%	-11
47	CCCCc1c(C)nn(-c2nnc3c4ccccc4n(C)c3n2)c1C	9%	-2%	-6%	0%	-3%	-1.6	-3%	-1
48	CC(Sc1nc2ccccc2c(=O)n1CC1CCCO1)C(=O)Nc1ccc(S(N)(=O)=O)cc1 (stereo not given)	2%	2%	6%	1%	2%	1.0	2%	8
49	CN(Cc1nc2c(s1)CCCC2)C(=O)CCc1nnc(-c2ccccc2)o1	2%	-1%	-5%	1%	1%	-0.5	-3%	3
50	COc1ccccc1N1C(=O)CCC1(C#N)c1ccc(Br)cc1 (stereo not given)	16%	1%	6%	-2%	3%	-1.8	0%	-1
51	C/C(Cn1cnc([N+](=O)[O-])n1)=N\NC(=O)c1ccc(Br)cc1	25%	3%	13%	9%	-11%[57.1 µM]	0.4	2%	-5
52	COc1cccc(C(=O)Cn2c(N3CCOCC3)nc3c2c(=O)n(C)c(=O)n3C)c1	6%	0%	-1%	1%	-6%	-0.6	-6%	nt
53	CC(C)NS(=O)(=O)c1ccc(NC(=O)Cc2ccsc2)cc1	-10%	0%	5%	-7%	4%	-0.8	-4%	-6
54	CC1Cc2[nH][nH]c(=O)c2C(C2CC2)O1 (stereo not given)	-27%	nt	3%	7%	2%	-3.3	-23%	7
55	O=C(Nc1ccc(F)c(Cl)c1)C1Cc2c(-c3ccco3)ccnc2O1 (stereo not given)	-6%	nt	0%	-28%	4%[57.1 µM]	-0.5	-1%	0
56	COc1cccc(-c2cc(C(=O)O)c3cc4ccccc4cc3n2)c1OC	-1%	nt	4%	-5%	2%	-1.7	-7%	-3
57	Cc1cc(SCC(=O)NC2CCCC2)nc2ccccc12	-14%	-2%	-13%	-3%	-9%	-3.1	3%	-1
58	CC[C@]12c3[nH]c4cc(-c5ccco5)ccc4c3CCN1C(=O)[C@@H](CC(=O)NCCCN(C)C)C[C@@H]2C(=O)N1CCN(C(=O)C2CC2)CC1	8%	-2%	13%	-4%	4%	-1.2	-5%	1
59	COCCNC(=O)c1c(C)cc(C)cc1C	-2%	1%	0%	3%	-6%	-3.8	8%	-3

Record cards, as listed above. Order of values: EPAC1 antag, Mm-Cpn inhibitor, EPAC2 antag, EPAC1 ag, WRN inhibitor, CCT chaperon mod, PLK1 PBD block, PI5P4Ka inh
Cc1cc(=O)oc2c3c(cc(OCC(=O)NCc4cccnc4)c12)OC(C)(C)CC3 is listed as -2%, -5%, 4%, -11%, -1%, -2.6, 3%, 3
COc1ccc(C(=O)CSc2cc(C)nc3nc(C)nn23)cc1OC is listed as 3%, 2%, -2%, 9%, -3%, -5.3, -14%, nt
